Bioassay records: PubChem BioAssay, NMMLSC
S aureus QS inh: blocks AIP-induced quorum sensing reporter in S. aureus; S. aureus RN6390 RNAIII-GFP reporter, flow cytometry 3 h; inhibition, % at 2 µM; AID 527; 24,000 compounds, 0.3% hits;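 active means share of bacteria positive for the green fluorescent reporter and its mean brightness both inhibited by 50% or more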;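 further: 0% = AIP-stimulated control and 100% = unstimulated bacteria without AIP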
S aureus QS inh GFP MFI %: recorded beside S aureus QS inh, whose call it bears; inhibition, %; measured here: inhibition of GFP MFI
* hit, by the source's call.

nr	S aureus QS inh	S aureus QS inh GFP MFI %	SMILES
1	-0.2	10.1	O=C(C1CCN(S(=O)(=O)c2cccc3cccnc23)CC1)N1CCN(C2CCCC2)CC1
2	-2.9	-7.5	Cn1c(=O)oc2cc(S(=O)(=O)N3CCC(C(=O)NCc4cccs4)CC3)ccc21
3	-1.0	-6.8	CCC(C)Nc1nc(OCC(F)(F)F)nc(OCC(F)(F)F)n1 (stereo not drawn)
4	1.6	8.2	CC1(C)Cc2cccc(OCC(O)CN3CCN(c4ccccn4)CC3)c2O1 (stereo not drawn)
5	-0.3	27.4	CCC(=O)Nc1nonc1-c1nc2ccccc2n1CC(C)C
6	-4.1	-25.3	CC(C)(C)c1cc(C(=S)N2CCN(CCO)CC2)cc(C(C)(C)C)c1O
7	1.9	1.8	CC(C)c1cc(C(=O)NC2CCCCC2)no1
8	-0.8	-28.8	CC(=O)Nc1ccc(S(=O)(=O)NCc2csc(-c3cccnc3)n2)cc1
9	-1.2	-12.6	C=C(C)C1Cc2c(C)nn(-c3nc(C)cc(C)n3)c2C1 (stereo not drawn)
10	-0.5	-0.1	O=C(Nc1c2c(nn1-c1ccc(F)cc1)CS(=O)C2)C12CC3CC(CC(C3)C1)C2 (stereo not drawn)
11	-1.9	-23.7	CCOc1ccc(Cn2nnc(C(=O)Nc3cc(OC)cc(OC)c3)c2N)cc1
12	-1.5	-30.6	CCN(CC)c1ccc(NC(=O)CSc2nnc(N)s2)cc1C
13	-0.3	-0.6	Cc1ccc2cc3cc(C(=O)NCCN4CCOCC4)oc3nc2c1
14	2.2	5.6	O=C(c1ccco1)N1C2C=CC(C2)C1(C(F)(F)F)C(F)(F)F (stereo not drawn)
15	2.8	5.5	CCCCN(C(=O)NC(=O)Nc1ccccc1OCC)S(C)(=O)=O
16	-11.5	-33.8	COc1ccc(NC(=O)CSc2nnc(CNC(=O)c3ccco3)o2)c(OC)c1
17	-1.8	-16.8	CCOC(=O)c1c(C)c(C(=O)NCC2CCCO2)c(C)n1CC (stereo not drawn)
18	-4.0	-8.5	Cc1nc(N)c(C#N)c(-c2cccnc2)c1C
19	-3.2	-14.3	COc1ccc(N2CCN(CCCNC(=O)c3cc4sccc4n3C)CC2)cc1
20	-4.4	-10.2	O=C(NCc1ccncc1)/C(=N/O)c1ccccc1

The list goes on; the last seven above are carried over.
nr	S aureus QS inh	S aureus QS inh GFP MFI %	SMILES
14	2.2	5.6	O=C(c1ccco1)N1C2C=CC(C2)C1(C(F)(F)F)C(F)(F)F (stereo not drawn)
15	2.8	5.5	CCCCN(C(=O)NC(=O)Nc1ccccc1OCC)S(C)(=O)=O
16	-11.5	-33.8	COc1ccc(NC(=O)CSc2nnc(CNC(=O)c3ccco3)o2)c(OC)c1
17	-1.8	-16.8	CCOC(=O)c1c(C)c(C(=O)NCC2CCCO2)c(C)n1CC (stereo not drawn)
18	-4.0	-8.5	Cc1nc(N)c(C#N)c(-c2cccnc2)c1C
19	-3.2	-14.3	COc1ccc(N2CCN(CCCNC(=O)c3cc4sccc4n3C)CC2)cc1
20	-4.4	-10.2	O=C(NCc1ccncc1)/C(=N/O)c1ccccc1
21	-2.3	-12.5	Clc1ccccc1CN1CCc2sccc2C1
22	4.1	20.7	CCOC(=O)c1csc(Nc2nc3ccc(F)cc3s2)n1
23	-0.4	-4.0	COCCNC(=O)c1ccc(CS(=O)(=O)c2ccc(OC)cc2)o1
24	-4.3	-6.5	COc1ccc(CCNC(=O)CSc2nnc(CNc3ccc(Cl)cc3)o2)cc1OC
25	-0.8	-3.2	Cc1ccc(S(=O)(=O)N2CCC(C(=O)N3CCN(Cc4ccccc4)CC3)CC2)cc1
26	10.9	18.3	Cc1cccc(-n2c(SCc3cc(=O)n4ccsc4n3)nc3ccccc32)c1
27	-1.5	2.3	COc1ccc(NC(=O)Cn2cccc2)cc1Cl
28	8.2	8.9	Cc1ccc(C)c(N2CCN(C(=O)C3CCN(c4nnc(N5CCCC5=O)s4)CC3)CC2)c1
29	-3.1	-7.2	Cc1cc(N2CCOCC2)nc2ccc(NC(=O)CCC(=O)N3CCC(C)CC3)cc12
30	0.1	3.6	O=C(CN1C(=O)CSC1=O)Nc1ccc(N2CCOCC2)cc1
31	-10.1	-28.1	O=S(=O)(c1cccs1)N1CCN(c2ccccn2)CC1
32	-2.1	-107.0	O=C1SC(c2ccccc2)=N/C1=C/c1ccco1
33	-0.7	-4.6	CC(=O)c1c(C)nn(C(C)CC(=O)O)c1C (stereo not drawn)
34	-1.5	-13.2	Cc1occc1C(=O)Nc1ccc(S(=O)(=O)N2CCN(C)CC2)cc1
35	0.7	6.9	COc1ccc(Cl)cc1C(=O)Nn1c(C)nc2ccccc2c1=O
36	-2.4	-8.8	Cc1onc(-c2ccccc2Cl)c1C(=O)NCCCN1CCOCC1
37	-0.1	-4.0	C=Cn1nc(C)c2ccccc2c1=O
38	-0.3	61.4	O=C(CN1C(=O)C2C3C=CC(C3)C2C1=O)N1CC(=O)N(CCc2ccccc2)C(=O)C1 (stereo not drawn)
39	1.0	3.2	O=C1Nc2ccccc2SC(c2ccccc2)C1O (stereo not drawn)
40	-1.4	-10.0	COc1ccc(S(=O)(=O)N2CCCN(CC(=O)Nc3ccc(OC)c(Cl)c3)CC2)cc1

Next part.
nr	S aureus QS inh	S aureus QS inh GFP MFI %	SMILES
41	-0.3	-1.0	O=C(CSc1ncccn1)c1ccccc1Br
42	-11.2	-16.6	CCc1c(C(=O)Nc2ncn(Cc3cccc(C)c3)n2)csc1C
43	3.9	25.6	COC(=O)c1cc(NC(=O)C2COc3ccccc3O2)cc(C(=O)OC)c1 (stereo not drawn)
44	-0.2	4.8	COc1cccc(NC(=O)CSc2nnc(-c3cccs3)n2C)c1
45	-1.9	-15.0	O=C(Cc1coc(-c2ccc(F)cc2)n1)NC1CCCCC1
46	0.0	4.8	Cc1ccc(CNC(=O)CCCn2c(=O)c3ccccc3n(CC(=O)NCc3ccco3)c2=O)cc1
47	0.3	-19.7	COc1ccc(C2=NOC(C(=O)NC3CCCCC3)C2)cc1OC (stereo not drawn)
48	-0.4	2.8	Cc1cccc(N2CCN(C(=O)C3CCCN(S(=O)(=O)c4cnc[nH]4)C3)CC2C)c1 (stereo not drawn)
49	0.0	-33.0	Cc1ccc(NC(=O)CCNS(=O)(=O)c2ccc3c(c2)oc(=O)n3C)cc1
50	-2.2	-5.1	CCOC(=O)N1CCC(NC(=O)c2cc(C(=O)Nc3cccc(OC)c3)ccc2CO)CC1
51	-3.4	-9.9	CCCN(CCC)C(=O)CCS(=O)(=O)c1cccc2nsnc12
52	0.4	10.6	O=C(O)c1ccc(CSCc2ccccc2F)o1
53	21.9	35.0	CCC1CCCCN1C(=O)COc1cc(=O)n(C)c2ccccc12 (stereo not drawn)
54	-1.5	-4.7	COc1ccc(C2=NOC(C(=O)NC(C)(C)C)C2)cc1 (stereo not drawn)
55	-1.8	-11.5	Cc1cc(NC(=O)CSc2ccc3nnc(-c4ccccc4)n3n2)no1
56	6.3	14.9	CCN1CCN(C(=O)CCCCCn2c(=O)[nH]c3cc(C(=O)OC)ccc3c2=O)CC1
57	-0.6	-0.8	CCCCn1c(NCCO)nc2ccccc21
58	-1.7	-5.7	c1ccc(N2CCN(c3nc4cc5c(cc4s3)OCO5)CC2)cc1
59	-2.1	-5.9	O=c1cc[nH]c2cc(C(F)(F)F)ccc12
60	1.6	3.7	Cc1noc(C(=O)NCc2cccnc2)c1Cl

In another format: 3 of the compounds above
| # | Molecule | S aureus QS inh | S aureus QS inh GFP MFI % |
| --- | --- | --- | --- |
| 57 | CCCCn1c(NCCO)nc2ccccc21 | -0.6 | -0.8 |
| 48 | Cc1cccc(N2CCN(C(=O)C3CCCN(S(=O)(=O)c4cnc[nH]4)C3)CC2C)c1 (stereo not drawn) | -0.4 | 2.8 |
| 47 | COc1ccc(C2=NOC(C(=O)NC3CCCCC3)C2)cc1OC (stereo not drawn) | 0.3 | -19.7 |

Remaining list, next part:
nr	S aureus QS inh	S aureus QS inh GFP MFI %	SMILES
61	-0.5	19.5	Cn1c(=O)oc2cc(S(=O)(=O)N3CCC(C(=O)N4CCN(c5ccccc5)CC4)CC3)ccc21
62	-0.3	1.4	COc1ccc(C2C(C(=O)N3CCN(C)CC3)c3ccccc3C(=O)N2C2CCCCC2)cc1 (stereo not drawn)
63	-1.0	-0.2	Cn1cnnc1Sc1nc2c(c(=O)n(C)c(=O)n2C)n1Cc1ccccc1Cl
64	-11.7	-7.2	CCN(CC)CCn1c(=S)[nH]c2ccc(Cl)cc2c1=O
65	-7.0	-102.8	CCCc1cc(C(=O)Nc2cccc(C(C)=O)c2)no1
66	-1.7	6.5	COC(=O)Cn1ncc2c3ccccc3n(C)c2c1=O
67	1.3	6.1	COc1ccccc1-c1cc(C(=O)N2CCN(c3ccc(F)cc3)CC2)no1
68	1.4	6.5	Cc1ccc(-n2nnc3c(SCC(=O)NCC4CCCO4)ncnc32)cc1 (stereo not drawn)
69	-1.4	-4.7	O=C(C1CCC(Cn2c(=S)[nH]c3ccccc3c2=O)CC1)N1CCOCC1 (stereo not drawn)
70	-0.1	4.1	Cc1ccc(C(C(=O)NC2CCCCC2)N2CCOCC2)cc1 (stereo not drawn)
71	-0.4	2.7	COc1ccc(C2=Nn3c(nnc3-c3ccccc3)SC2)cc1OC
72	0.4	9.1	CCC1Oc2ccc(Cl)cc2N(CC(=O)O)C1=O (stereo not drawn)
73	-0.5	-16.0	Cc1ccc(S(=O)(=O)N2CCN(S(C)(=O)=O)C2c2ccccc2)cc1 (stereo not drawn)
74	1.7	8.8	Cc1cccc(-n2nc3c(c2NC(=O)c2ccc(Br)o2)CSC3)c1C
75	0.9	13.5	Cc1ccc(NC(=O)CN(c2ccc3c(c2)OCO3)S(=O)(=O)c2c(C)n[nH]c2C)cc1
76	-0.9	1.5	COc1ccc(-c2nnn(Cc3nc(N)nc(N4CCCCC4)n3)n2)cc1
77	0.0	5.5	CCOC(=O)N1CCN(C(=O)CSc2nnc(Cn3c(=O)sc4ccccc43)n2C)CC1
78	-1.8	-0.1	Cc1cc(C)n(-c2nc3ccccc3n3nnnc23)n1
79	-0.8	-7.2	O=C1c2ccccc2C(O)(Cc2ccccc2)N1c1ccc2c(c1)OCO2 (stereo not drawn)
80	5.5	14.8	CCCCSC1=C(C#N)C(c2ccccc2C)C(C(=O)OCC)C(=O)N1 (stereo not drawn)

Single records, as listed above. Order of values: S aureus QS inh | S aureus QS inh GFP MFI %
Listed for COc1ccc(C2=Nn3c(nnc3-c3ccccc3)SC2)cc1OC → -0.4 | 2.7
Listed for CCN(CC)CCn1c(=S)[nH]c2ccc(Cl)cc2c1=O → -11.7 | -7.2

Next section.
nr	S aureus QS inh	S aureus QS inh GFP MFI %	SMILES
81	-1.1	-11.5	COc1cccc(NC(=O)CN2CCN(c3ccccc3F)CC2)c1
82	-2.4	1.2	Cc1cccc(N2CCN(C(=O)c3cn(C)c(=O)c4c3c3ccccc3n4C)CC2)c1C
83	-2.8	-8.5	CCOC(=O)CC(=O)Nc1cc(Cl)ccc1O
84	-9.7	-13.2	O=C(NCCCN1CCN(C2CCCCC2)CC1)Nc1ccccc1C(F)(F)F
85	-3.3	-20.6	COc1ccc2nc(NC(=O)C(NS(=O)(=O)c3cccs3)C(C)C)sc2c1 (stereo not drawn)
86	0.0	-8.2	CCOC(=O)CSC1=C(C#N)C(c2ccc(F)cc2)C(C(C)=O)=C(C)N1 (stereo not drawn)
87	-1.7	-1.4	COc1cc(C(=O)NCCC(=O)NCCN2CCCCCC2)cc(OC)c1OC
88	17.8	19.9	COc1ccccc1NC(=O)c1oc2ccccc2c1NC(=O)c1ccco1
89	-17.9	-113.6	CCN(CC)S(=O)(=O)c1ccc(C(=O)NCc2n[nH]c(=S)n2-c2ccccc2OC)cc1
90	11.3	30.4	COc1ccc(C)cc1-n1nnnc1SC/C(O)=C(\C#N)c1nc2ccccc2[nH]1
91	-1.9	-9.9	CCc1ccccc1NC(=O)CN(c1cccc(OC)c1)S(C)(=O)=O
92	-4.3	-16.9	O=c1[nH]n(-c2ccccc2)c(=O)c2ccccc12
93	-0.1	3.4	CCc1ccc(C2CC(c3cccc(OC)c3)n3nc(N)nc3N2)cc1 (stereo not drawn)
94	-2.1	-0.7	Cc1noc(C)c1S(=O)(=O)N1CCC(C(=O)N2CCN(C3CCCC3)CC2)CC1
95	-4.9	-11.9	CCCn1c(=NC(C)=O)c(C#N)cc2c(=O)n3cccc(C)c3nc21
96	1.0	-11.7	CC(=O)N1CCN(C(C)=O)C1c1ccccc1
97	-0.4	-0.8	COc1ccc(-n2c(SCC(=O)c3c(N)n(C)c(=O)n(C)c3=O)nc3ccccc32)cc1
98	-5.8	-10.9	O=C1CN(CC(=O)N2CCOCC2)c2ccccc2O1
99	-0.1	-4.6	Cc1cc(C)c2c(n1)sc1c(N3CCOCC3)ncnc12

An excerpt; count on the stated rates, not on these rows.
